# Compound activity deposited in PubChem BioAssay by several laboratories.
# HSF1 inhib: HSF1 inhibitors in luciferase reporter cells, primary screen, cell-based, NIH3T3, luminescence; NIH3T3-HGL HSE-luciferase, MG132-induced, luminescence 8 h; hits give low values; activity change, negative = inhibition, % at 7.5 µM (by protocol); actives 0.77% (n = 300,000); AID 2098, 2009;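 active means more than half of replicate wells show activity change below -50%, luminescence cut by over half; inconclusive means some wells, but at most half, below -50%; inactive means no replicate well below -50%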;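 further: luciferase reports HSF-1 transcriptional activity via heat shock element; 0% = median of DMSO wells and -100% = zero luminescence signal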
# PolyA inh: polyadenylation inhibitors in yeast reporter cells, primary screen, luminescence, S. cerevisiae. S. cerevisiae SKY197-pL101 polyadenylation reporter, beta-gal luminescence; efflux-impaired pdr1/pdr3 knockout yeast; score 100 = 6 SD above DMSO. actives 0.02% (n = 300,000). calls only at 12 µM;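 active means lowest replicate activity score at least 50, where 100 means six control SD above control mean; inconclusive means lowest score under 50 but half or more replicates reach 50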;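 further: yeast exposed to compound for 9 h at 30 °C; higher score means more reporter readthrough which indicates perturbed polyadenylation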
# HSF1 activator: HSF-1 activators, primary screen, NIH3T3-HGL cells, MG132 stress, luminescence, single point | NIH3T3-HGL HSF-1 luciferase reporter, 8 h; 100% = twice DMSO control signal | activation, % at 9 µM | actives 1.7% (n = 300,000) | AID 504408, 2011;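 active means mean replicate activation of at least 50% with a set share of replicates each reaching 50%; inconclusive means only one of those two conditions met; inactive means mean below 50% and too few replicates reaching it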;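 further: 0% = median of the neutral control wells and 100% = twice that signal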
# AI-2 QS mod: Vibrio harveyi AI-2 quorum sensing modulators, primary screen, JMH597 strain, luminescence/OD600 ratio. Vibrio harveyi JMH597 AI-2 luminescence/OD600 ratio, 9 h; hits give low values; strain lacks LuxN and CqsS sensors; 0 = neutral-control median. activity change, % at 7.5 µM. actives 0.4% (n = 300,000); in the data active means activity change below about -75%, passing the limit was not always enough; inconclusive means no clear call, values can overlap the other calls;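 further: luminescence divided by OD600 gain over 9 h not by final OD600 alone; inactives centre near 13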
# GSK3beta inhib: human GSK3beta kinase inhibitors, primary screen, biochemical, cell-free homogeneous, HTS | Glycogen synthase kinase-3 beta (Homo sapiens), P49841 | GST-GSK3beta kinase, ADP-Glo luminescence, 60 min; hits give low values | activity score (negative = inhibition), % at 10 µM | actives 0.038% (n = 300,000) | AID 2097, 2009;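 active means more than half of replicate wells score below -50%, meaning over 50% inhibition versus plate controls; inconclusive means some replicates but at most half score below -50%; inactive means no replicate scores below -50%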;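 further: 0% = median DMSO wells and -100% = median GW8510 positive control wells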
# Target sequence (P49841 whole entry, looked up): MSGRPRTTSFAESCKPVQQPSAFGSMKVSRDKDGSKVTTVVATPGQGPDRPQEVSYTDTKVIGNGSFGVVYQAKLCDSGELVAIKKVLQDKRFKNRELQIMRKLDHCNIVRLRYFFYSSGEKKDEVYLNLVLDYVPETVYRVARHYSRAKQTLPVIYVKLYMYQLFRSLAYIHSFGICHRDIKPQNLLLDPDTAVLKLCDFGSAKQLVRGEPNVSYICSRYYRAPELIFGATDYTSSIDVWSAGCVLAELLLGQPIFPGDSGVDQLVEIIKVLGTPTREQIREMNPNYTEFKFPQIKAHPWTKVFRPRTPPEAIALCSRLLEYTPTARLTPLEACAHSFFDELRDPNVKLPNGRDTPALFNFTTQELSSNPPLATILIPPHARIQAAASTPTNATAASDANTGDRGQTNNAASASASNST
#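 Assay system: GST-tagged human GSK3beta kinase, cell-free; Input: 1.6 ng GSK3beta; Medium: Tris/MgCl2 kinase buffer; Timing: 60 min enzyme reaction, room temperature; Signal: ADP-Glo luminescence quantifying ADP generated by kinase; Evaluation: score relative to plate controls; Benchmarks: DMSO neutral wells and GW8510 at 20 µM as positive.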
# aSyn 5UTR inh: MLPCN primary screen, SNCA 5' untranslated region; inhibition, % (tested at 7.5 µM); alpha-synuclein 5'UTR reporter, inhibitor activity; AID 1813, 2009; actives 0.82% (n = 300,000); in the data active means inhibition above about 60%; inconclusive means no clear call, values can overlap the other calls;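 further: H4 neuroglioblastoma cells stably carrying SNCA 5'UTR luciferase fusion; 0% = DMSO wells and 100% = positive control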
# HSP90 refold inh: HSP90 inhibitors, primary screen, cell lysate, luminescence. Heat shock protein HSP 90 (rabbit reticulocyte lysate; luciferase refolding). Rabbit reticulocyte lysate, luciferase refolding luminescence, 3 h. inhibition, % at 5.6 µM. actives 0.91% (n = 290,000). AID 1789, 2009;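 active means inhibition above the screen-wide mean plus 3 SD, computed separately per campaign, cut at about 16% in these data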;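 further: 0% = DMSO wells and 100% = 60 µM geldanamycin wells; inhibitors lower the luminescence because luciferase stays unfolded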
# IEC-6 tox: cytotoxicity in IEC-6 intestinal epithelial cells, primary screen, cytotoxicity control for KLF5 inhibitor project, cell-based, luminescence | IEC-6 cytotoxicity, luminescence viability | inhibition, % at 5 µM | actives 0.78% (n = 290,000) | AID 1825, 2009; in the data active means inhibition above about 22%;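 further: 0% = plate median of test compound wells and 100% = cytotoxic reference compound wells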
# GSK3 alpha inh: blockers of GSK3A enzyme activity – biochemical, luminescence, cell-free homogeneous, HTS, primary screen; AID 2650, 2010; Glycogen synthase kinase-3 alpha (Homo sapiens), P49840; GSK-3 alpha kinase, ADP-Glo luminescence, 60 min; actives 0.1% (n = 320,000); inhibition, % at 10 µM;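 in the data active means inhibition above about 50%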;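 further: GST-tagged GSK-3 alpha with peptide substrate and 25 µM ATP; 0% = DMSO neutral wells and 100% = GW8510 positive control wells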
# Target sequence (P49840 whole entry, looked up): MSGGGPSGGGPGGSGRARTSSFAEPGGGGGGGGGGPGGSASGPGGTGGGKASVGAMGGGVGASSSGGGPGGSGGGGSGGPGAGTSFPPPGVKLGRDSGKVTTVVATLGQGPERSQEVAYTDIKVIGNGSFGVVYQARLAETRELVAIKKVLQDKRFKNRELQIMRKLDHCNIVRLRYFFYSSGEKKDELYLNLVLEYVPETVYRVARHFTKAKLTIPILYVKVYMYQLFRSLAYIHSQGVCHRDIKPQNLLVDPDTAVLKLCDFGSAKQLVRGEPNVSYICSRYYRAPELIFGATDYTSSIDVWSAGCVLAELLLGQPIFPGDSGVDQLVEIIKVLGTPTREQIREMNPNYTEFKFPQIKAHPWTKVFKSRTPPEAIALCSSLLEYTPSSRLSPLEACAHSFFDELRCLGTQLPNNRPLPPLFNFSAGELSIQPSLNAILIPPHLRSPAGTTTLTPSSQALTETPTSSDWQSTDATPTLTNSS
# KLF5 inhibitor: KLF5 expression inhibitors, primary screen, DLD-1 cells, luminescence | actives 0.23% (n = 290,000) | AID 1700, 2009 | inhibition, % at 5 µM | DLD-1 KLF5 promoter-luciferase reporter;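 active means inhibition above a per-plate limit of that plate's mean compound inhibition plus 3 SD, cut at about 60% in these data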;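 further: 0% = DMSO wells and 100% = LY294002 at 200 µM; higher means less KLF5 promoter-driven luciferase light; inactives centre near -14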
# * hit, by the source's call; i = inactive; ? = inconclusive; . = no result given. Not all compounds are listed, so the mix of outcomes need not match the whole.
SMILES,HSF1 inhib,PolyA inh,HSF1 activator,AI-2 QS mod,GSK3beta inhib,aSyn 5UTR inh,HSP90 refold inh,IEC-6 tox,GSK3 alpha inh,KLF5 inhibitor
CCn1c(C)cc(=S)c2ccccc21,-3,i,-9,31,0,-8,1,2,8,-27
CCOc1ncccc1C(=O)OCC(=O)N1CCc2ccccc21,12,.,36,12,4,13,-2,1,-2,-14
Cc1cccc(N2CCN(C(=O)c3cn4ccccc4n3)CC2C)c1 (stereo unspecified),4,i,-1,20,1,13,-4,0,0,8
O=C(O)C1CCCN1C(=O)OCc1ccccc1 (stereo unspecified),-2,i,3,10,1,7,1,1,-2,4
Cn1c(=O)oc2cc(S(=O)(=O)N3CCC(C(=O)NCc4ccccc4Cl)CC3)ccc21,1,i,-1,16,2,12,-3,-1,-5,-23
Cc1ccc(N2CC(C(=O)N3CCOCC3)CC2=O)cc1Cl (stereo unspecified),3,i,2,-2,-3,-4,6,0,-1,8
Cc1ccc(NS(=O)(=O)c2cccc(C(=O)NCCCN3CCCC3=O)c2)cc1,3,i,-4,19,1,6,.,.,0,.
COc1ccc(N2CCCn3c2nc2c3c(=O)n(CCN3CCOCC3)c(=O)n2C)cc1,-3,i,8,13,1,-1,.,.,.,.
CCC1(C)Cc2ccccc2-c2nc(NCCCO)[nH]c(=O)c21 (stereo unspecified),2,i,14,5,2,-27,4,-6,1,5
CC(CCCC(C)(C)O)NCc1cn[nH]c1-c1ccc2c(c1)OCO2 (stereo unspecified),-3,i,1,22,-1,17,3,0,-1,5
CS(=O)(=O)Nc1ccccc1C(=O)NCCSc1ccc(Cl)cc1,7,i,25,17,1,2,-3,0,-2,-27
CC1CCc2c(cnc3ncnn23)C1 (stereo unspecified),0,i,1,-1,-3,-20,0,3,0,-10
CCC(=O)Nc1ccc(NC(=O)Cc2ccccc2)cn1,-49,i,-60,24,2,-4,7,-6,2,-10
CCCNC(=O)N[C@@H](Cc1ccccc1)C(=O)OC,-1,i,0,16,-2,7,-1,4,2,-14
CCOc1ccc(S(=O)(=O)N2CCN(Cc3ccccc3)CC2)cc1,1,i,8,22,2,1,-1,-2,0,-21
COc1ccc(OC)c(NC2=NC3(CCCC3)N=C(N)N2)c1,2,i,-15,12,0,-3,1,0,2,-32
CC(C)(C)c1ccc(-c2nc(-c3ccncc3)no2)cc1,-27,i,-37,0,-11,38,20*,-3,.,-146
COc1ccc(C(=O)Nc2cccc(C(=O)N3CCCC3)c2)cc1,3,i,2,28,3,-30,-1,3,-2,-28
CCOC(=O)Nc1ccc(S(=O)(=O)Nc2nccc(C)n2)cc1,-2,i,0,1,0,9,0,3,-4,-31
OC1CCCN(Cc2ccc3ccc4cccc5ccc2c3c45)C1 (stereo unspecified),.,i,.,16,-1,-45,2,1,0,-2
CC(=O)c1c(C)oc(C)c1CSCc1ccc(C(=O)O)o1,-1,i,6,14,-5,-10,-1,-1,0,-33
C#CCCCc1nc2ccccc2c(=O)n1N,-5,i,-14,12,-3,-1,0,0,-1,-6
CN(Cc1ccccc1)S(=O)(=O)c1ccccc1[N+](=O)[O-],4,i,16,0,0,-8,0,4,0,0
CN1CCN(c2nc(-c3ccccc3)cc(C(F)(F)F)n2)CC1,-2,i,-10,5,-2,-2,-1,-4,-2,-36
O=C1CCC(C(=O)O)(c2ccccc2)C1 (stereo unspecified),-8,i,3,6,-21,0,0,-3,-1,-21
COc1ccccc1C(CCNCc1ccc(N(C)C)cc1)c1ccc(OC(C)C)cc1 (stereo unspecified),-4,i,-2,17,-1,135*,15,9,0,4
COc1c(C)cc(C(=O)C2CCCN(C(=O)c3cc(C)n(C)n3)C2)cc1C (stereo unspecified),-1,i,-9,-6,-2,9,-6,-1,-2,-20
c1ccc(N2CCN(Cc3nc4ccccc4[nH]3)CC2)nc1,-3,i,-1,.,.,-11,-4,6,-2,-9
COc1cc(C)c(NC(=S)Nc2ccc(Cl)c(Cl)c2)cc1OC,-8,i,-15,20,-1,-27,-2,6,-2,-6
O=C(Nc1cccc(C(F)(F)F)c1)c1cccc(NS(=O)(=O)c2ccc(O)c(C(=O)O)c2)c1,-5,i,-16,12,0,6,-8,-9,0,-22
Cc1ccc(C(C)C)c(OCc2nnc(SCC(=O)Nc3nccs3)n2C)c1,-4,i,-4,37,-2,-3,1,2,1,8
COc1ccc(/C=N/n2cncn2)cc1CSc1ccccn1,1,i,5,12,1,10,3,-6,-1,8
CCn1c(SCc2ccccc2Cl)nc2nc3c(cc2c1=O)CCCC3,-8,i,15,7,2,0,2,-4,.,-34
CCCCn1c(SCC(=O)N(C)C2CCS(=O)(=O)C2)nc2cc(S(N)(=O)=O)ccc21 (stereo unspecified),-8,i,-11,10,-3,8,4,-4,0,-3
COc1ccc(CCNC(=O)CSc2nc3[nH]ncc3c(=O)[nH]2)cc1OC,2,i,-9,11,0,-3,-1,-5,1,0
CCN(C(=O)CN1C(=O)/C(=C/c2ccccc2F)SC1=S)C1CCS(=O)(=O)C1 (stereo unspecified),-6,i,-5,8,.,3,-2,0,-1,-24
CCOC(=O)N1CCN(S(=O)(=O)N2CCCC(C(=O)NCCc3ccccc3)C2)CC1 (stereo unspecified),3,i,2,27,0,27,-8,-2,0,-5
O=C(O)Cn1c(=S)sc2ccccc21,-7,i,6,15,0,-17,-2,-3,0,-28
COc1cccc(C(=O)NC(C)CCc2ccccc2)c1 (stereo unspecified),0,i,5,2,0,-7,-7,-4,-3,-24
COc1ccc(S(=O)(=O)N2CCCN(C)CC2)cc1,1,i,-18,2,-5,-6,3,0,1,-13
CN(C(=O)COC(=O)c1cc2ccccc2cc1O)c1c(N)n(Cc2ccccc2)c(=O)[nH]c1=O,-2,i,-3,.,.,-1,.,.,-2,.
Cn1c(CNC(=O)CNC(=O)c2cccc(Cl)c2)cc(=O)n(C)c1=O,-4,i,4,29,0,6,-2,-8,-2,-21
COc1cc(C(=O)NC2CCCc3c2cnn3-c2ccccc2F)cc(OC)c1OC (stereo unspecified),-1,i,-3,14,0,17,-4,14,-1,-2
CCOC(=O)C1(CCOc2ccccc2)CCN(Cc2ccccc2O)CC1,4,i,8,20,-3,-34,4,-6,-1,-33
CC(C)CC(=O)NC(=S)Nc1cccc(NC(=O)c2ccccc2)c1,0,i,5,-4,2,2,5,3,-2,-13
COc1ccc(CC(=O)NNc2ncnc3c2cnn3-c2ccc(C)cc2)cc1OC,-2,i,-7,6,7,-44,-4,0,0,-20
COC(=O)c1cccc(C23CC4(C2)[C@H](CN(Cc2ccc(-c5ccccc5)cc2)[C@@H]4c2ccccc2)C3c2ccc(Cl)nc2)c1 (stereo partly specified),-3,i,-10,-1,0,4,.,.,-1,.
COc1ccc(C2=Nc3ccccc3OC2)cc1,17,i,35,0,0,-189,1,-3,0,-59
CC(C)(C)OC(=O)NCC12C=CC(O1)C1C(=O)N(Cc3ccccc3)C(=O)C12 (stereo unspecified),-3,i,-4,25,-2,-1,0,-2,-1,-14
COC(=O)c1ccccc1NC(=O)CCCn1nc(C)c2c(C)n(-c3ccccc3)nc2c1=O,-6,i,1,26,2,19,-7,-2,-1,-24
CCOC(=O)C1C2C=CC3(CN(Cc4cccs4)C(=O)C13)O2 (stereo unspecified),-4,i,-15,.,.,-3,-4,-4,-5,-33
COc1ccccc1C(=O)Nc1nc2cc3c(cc2s1)OCO3,27,i,54*,9,0,-122,2,10,-2,-109
c1ccc(Oc2cccc(CN3CCCCC3)c2)cc1,5,i,3,5,-2,5,2,1,-2,-34
Cc1cccc(C)c1OCc1cc(C(=O)NCC2CC2)no1,-6,i,-1,15,1,-36,-2,-4,-1,-29
O=C(O)C1CCN(C(=O)CSc2nc3ccccc3c(=O)n2Cc2ccccc2)CC1,-2,i,9,21,2,8,0,-3,-2,-20
Cc1ccc(-c2nn(-c3ccccc3)cc2C(=O)OCC(=O)Nc2ncc(Cl)cc2Cl)cc1,-7,i,-6,20,2,16,-2,-9,0,-2
O=S(=O)(NC1Cc2ccccc2C1)c1ccccc1,1,i,9,8,-3,-4,-3,3,-1,-25
CC12CCC(C(=O)NNC(=O)c3ccccc3)(OC1=O)C2(C)C (stereo unspecified),-2,i,-4,6,-1,-7,1,5,0,-12
Cc1cc(OC(C)C(=O)N2CCN(c3ccccc3)CC2)c2c(C)c(C)c(=O)oc2c1 (stereo unspecified),4,i,-5,2,4,-6,0,-6,0,-28
COc1cccc(/C=N/NC(=O)c2c(-c3ccccc3)noc2C)c1O,-2,i,8,37,0,?,-2,10,-3,48
# The list goes on.
SMILES,HSF1 inhib,PolyA inh,HSF1 activator,AI-2 QS mod,GSK3beta inhib,aSyn 5UTR inh,HSP90 refold inh,IEC-6 tox,GSK3 alpha inh,KLF5 inhibitor
Cc1cccc2nc(CSc3nc4ccccc4o3)cn12,11,i,44,-93*,5,-89,-5,-4,-1,-61
COc1ccc(NC(=O)CSc2nnc(C3CCCCC3)n2N)cc1OC,0,i,-3,24,-1,9,0,-6,.,-8
COc1ccc(/C=C2/SC(=O)NC2=O)cc1,.,i,.,14,2,-118,3,9,10,-72
COc1ccccc1C(=O)NCC(=O)OCCCOC(=O)CNC(=O)c1ccccc1OC,-2,i,-2,10,2,4,-4,-5,-2,-21
O=C(c1cccc(N2C(=O)c3ccccc3C2=O)c1)N1CCCC(C(F)(F)F)C1 (stereo unspecified),-6,i,9,13,1,-6,.,.,-4,.
Cn1c(CS(=O)Cc2c(Cl)cccc2Cl)nnc1SCc1ccc(Cl)cc1 (stereo unspecified),26,i,61*,28,-1,42,1,-4,.,-1
CN1CCN(CCCNC(=O)Nc2ccc([N+](=O)[O-])cc2)CC1,-12,i,-14,5,-32,-3,-1,0,0,-23
